SENP8 inh = inhibitors of human SENP8 protease; hit rate 0.64% among 360,000; recombinant SENP8, Nedd8 substrate fluorescence; inhibition, % at 20 µM; in the data active means inhibition mostly above about 40%, no sharp cut-off; inactive means mostly below about 27%
Target sequence (Q96LD8 whole entry, looked up): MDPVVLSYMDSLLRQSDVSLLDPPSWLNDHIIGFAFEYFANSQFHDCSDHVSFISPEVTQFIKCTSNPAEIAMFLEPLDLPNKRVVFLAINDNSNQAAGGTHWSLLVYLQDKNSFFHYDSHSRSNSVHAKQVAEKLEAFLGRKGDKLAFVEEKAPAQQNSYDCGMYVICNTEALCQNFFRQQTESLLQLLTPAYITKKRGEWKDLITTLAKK
SENP1 FRET inh = SENP1 (human) catalytic domain inhibition; inhibition, % at 10 µM; recombinant SENP1 catalytic domain, CyPet-SUMO1-YPet FRET cleavage; AID 624204; hit rate 0.21% among 360,000; Q9P0U3;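 active means inhibition at least 30% at 10 µM, raw YFP signal under a set limit, fluorescence ratio 0.5 to 1.5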;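 further: 0% = enzyme with DMSO and 100% = no enzyme wells; some results filed as inactive read as strong as hits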
Target sequence (Q9P0U3 419-644 limits assumed): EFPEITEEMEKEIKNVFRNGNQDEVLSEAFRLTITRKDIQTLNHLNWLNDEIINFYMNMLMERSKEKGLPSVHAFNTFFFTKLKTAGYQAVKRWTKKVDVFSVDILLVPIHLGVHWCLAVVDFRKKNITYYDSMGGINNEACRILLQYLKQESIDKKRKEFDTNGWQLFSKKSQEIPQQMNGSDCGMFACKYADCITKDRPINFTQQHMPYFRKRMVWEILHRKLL
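Assay system – human recombinant His6-tagged SENP1 catalytic domain enzyme · Input – SENP1 enzyme, 20 pM final · Buffer or medium – Tris pH 8 buffer plus EDTA, NaCl, BME, BSA, NP40, catalase · Schedule – 50 min reaction at room temperature · Technique – FRET read of cyan and yellow fluorescence · Control set – no-enzyme wells low, DMSO-plus-enzyme wells high control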
GRIN3A LBD mod = modulators (binders) of human NR3A ligand-binding domain | Tm shift relative to glycine control, % at 25 µM | hit rate 2.5% among 340,000 | NR3A LBD differential scanning fluorimetry, Tm shift; 0% = protein alone, 100% = glycine-bound protein;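 active means melting temperature shift of at least 10% of the positive control shift, at one fixed dose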
PfG6PD inh = PfG6PD (Plasmodium falciparum) enzyme inhibition | PfGluPho enzyme, NADPH resazurin-diaphorase fluorescence | inhibition, % at 20 µM | hit rate 0.78% among 350,000 | AID 504690;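 active means inhibition reaching at least a set limit at 20 µM in the primary screen, cut at about 59% in these data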;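 further: 0% = DMSO wells with substrate and 100% = DMSO wells lacking glucose-6-phosphate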
MPTP block = permeability transition pore inhibition; hit rate 1.4% among 360,000; isolated mouse mitochondria, Ca2+ swelling absorbance, 30 min; inhibition, % at 10 µM;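 active means inhibition of 50% or more, scaled per plate between neutral and stimulator controls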;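 further: 0% = DMSO wells given calcium and 100% = 1 mM EGTA wells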
ATG4B inhibitor = ATG4B (human) cysteine protease inhibition | Q9Y4P1 | ATG4B cleavage of LC3-PLA2, NBD-HPC fluorescence, 1 h | inhibition, % at 8.33 µM | hit rate 0.51% among 340,000 | AID 504462; in the data active means inhibition above about 40%
Target sequence (Q9Y4P1 whole entry, looked up): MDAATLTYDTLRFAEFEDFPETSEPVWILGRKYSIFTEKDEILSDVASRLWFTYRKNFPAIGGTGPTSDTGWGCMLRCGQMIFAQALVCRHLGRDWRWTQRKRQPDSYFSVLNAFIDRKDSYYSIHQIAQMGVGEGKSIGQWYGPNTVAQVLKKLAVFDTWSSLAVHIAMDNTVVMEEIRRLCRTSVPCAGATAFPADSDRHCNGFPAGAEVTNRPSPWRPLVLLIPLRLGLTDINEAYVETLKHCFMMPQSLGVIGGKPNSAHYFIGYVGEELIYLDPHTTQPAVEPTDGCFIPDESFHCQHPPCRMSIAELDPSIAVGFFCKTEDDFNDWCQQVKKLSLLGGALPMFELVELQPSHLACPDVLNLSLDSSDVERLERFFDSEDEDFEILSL
hIAP activ = human IAP activation. P09923. hit rate 0.16% among 330,000. activation factor at 10 µM. purified human IAP, CDP-Star luminescence, 30 min; active compounds read high; 1 = vehicle-only enzyme, 0 = enzyme-free background. AID 2524;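 active means activation factor of the enzyme at least 2-fold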; further: the source names both 10 and 20 µM as test concentration; values of inactives mirror those of a sister screen read the other way
SENP6 block = inhibitors of human SENP6 protease; Q9GZR1; Recombinant SENP6 catalytic domain, aminoluciferin luminescence; inhibition, % at 10 µM; hit rate 1.8% among 330,000; AID 2599;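 active means inhibition above about 50% at the single tested dose, limit read from the data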;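 further: plate controls were DMSO wells with enzyme for no effect and DMSO wells lacking enzyme for full effect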
The depositor's hits bear a star. Compounds as they come; overall some 6.7% were active at least once.

Results for COc1ccc(C2C(C#N)=C(N)OC3=C2C(=O)CCC3)cc1Cn1cc([N+](=O)[O-])cn1 (configuration not stated) ?
SENP8 inh: 10; SENP1 FRET inh: -2; GRIN3A LBD mod: 0; PfG6PD inh: 30; MPTP block: 0.0; ATG4B inhibitor: -11; hIAP activ: 1.1; SENP6 block: -3

How did O=c1[nH]c(NC2CCN(S(=O)(=O)c3ccccc3C(F)(F)F)CC2)nc2c1CCCC2 do in these assays?
SENP8 inh: 3; SENP1 FRET inh: 0; GRIN3A LBD mod: 0; PfG6PD inh: 18; MPTP block: 0.9; ATG4B inhibitor: -10; hIAP activ: 1; SENP6 block: -8

What do the screens show for `CCN(CC)C(=O)CN1C(=O)/C(=C/c2ccccc2)SC1=S`?
SENP8 inh: 35; SENP1 FRET inh: 2; GRIN3A LBD mod: 0; PfG6PD inh: -16; MPTP block: 10; ATG4B inhibitor: -7; hIAP activ: 1.1; SENP6 block: -35

What do the screens show for `CCOC(=O)CSc1nc(-c2ccccc2)nc2ccc(F)cc12`?
SENP8 inh: 16; SENP1 FRET inh: -5; GRIN3A LBD mod: 4; PfG6PD inh: -17; MPTP block: -1.0; ATG4B inhibitor: -2; hIAP activ: 0.73; SENP6 block: 6

How did Cc1cc(Oc2ccc(=O)n(C)n2)nc(SCC(N)=O)n1 do in these assays?
SENP8 inh: 10; SENP1 FRET inh: 38*; GRIN3A LBD mod: -1; PfG6PD inh: 6; MPTP block: 1.2; ATG4B inhibitor: -15; hIAP activ: 1.1; SENP6 block: -16

What do the screens show for `CC(=O)c1ccc2c(c1)OCCOCCOCCOCCO2`?
SENP8 inh: 5; SENP1 FRET inh: 0; GRIN3A LBD mod: 4; PfG6PD inh: -13; MPTP block: 0.6; ATG4B inhibitor: 2; hIAP activ: 0.96; SENP6 block: -7

Results for Cc1ccccc1NC(=O)CN1C(=O)S/C(=C\c2ccc(-c3cc(C(=O)O)ccc3C)o2)C1=O ?
SENP8 inh: -280; SENP1 FRET inh: -25; GRIN3A LBD mod: -13; PfG6PD inh: 7; MPTP block: -0.3; ATG4B inhibitor: 42*; hIAP activ: 0.94; SENP6 block: -15

Results for O=C(COC(=O)COc1ccc(Cl)cc1)Nc1ccc(N2CCOCC2)cc1 ?
SENP8 inh: 14; SENP1 FRET inh: 7; GRIN3A LBD mod: -1; PfG6PD inh: 0; MPTP block: -0.1; ATG4B inhibitor: -4; hIAP activ: 1; SENP6 block: -11

How did CSC1CCCCC1(O)CSc1nc2c(cc1C#N)CCCC2 (configuration not stated) do in these assays?
SENP8 inh: 8; SENP1 FRET inh: -6; GRIN3A LBD mod: 4; PfG6PD inh: 45; MPTP block: -0.3; ATG4B inhibitor: -9; hIAP activ: 1.1; SENP6 block: -20

Results for O=C(O)c1ccc(NS(=O)(=O)/C=C/c2ccccc2)cc1O ?
SENP8 inh: 4; SENP1 FRET inh: 2; GRIN3A LBD mod: -5; PfG6PD inh: -24; MPTP block: -3.6; ATG4B inhibitor: 2; hIAP activ: 0.81; SENP6 block: 1

Results for COc1ccc(CCN(C)C(=O)c2cnc(C)cn2)cc1OC ?
SENP8 inh: 8; SENP1 FRET inh: 0; GRIN3A LBD mod: -2; PfG6PD inh: 10; MPTP block: -0.9; ATG4B inhibitor: -3; hIAP activ: 0.97; SENP6 block: -8

Results for O=S(=O)(c1ccccc1)c1cnc(-c2cccnc2)nc1-c1ccc(Cl)c(Cl)c1 ?
SENP8 inh: 11; SENP1 FRET inh: 3; GRIN3A LBD mod: 0; PfG6PD inh: -1; MPTP block: 1.9; ATG4B inhibitor: -3; hIAP activ: 0.84; SENP6 block: -1

How did CCN(C(=O)c1ccc(NC(=O)C2CCCCC2C(=O)O)cc1)c1ccccc1 (configuration not stated) do in these assays?
SENP8 inh: 8; SENP1 FRET inh: 2; PfG6PD inh: -11; MPTP block: -1.3

What do the screens show for `COc1ccc(NC(=O)N(C)C[C@@H]2Oc3ccc(NC(=O)NC(C)C)cc3CC(=O)N([C@H](C)CO)C[C@@H]2C)cc1`?
SENP8 inh: 10; SENP1 FRET inh: 0; GRIN3A LBD mod: -5; PfG6PD inh: -3; MPTP block: 0.9; ATG4B inhibitor: -3; hIAP activ: 0.98; SENP6 block: -2

What do the screens show for `COc1ccccc1CCC(=O)Nc1ccc2c(c1)CN(Cc1ccc(CO)o1)CC2`?
SENP8 inh: -29; SENP1 FRET inh: -18; GRIN3A LBD mod: -1; PfG6PD inh: 7; MPTP block: -0.3; ATG4B inhibitor: 16; hIAP activ: 1.3; SENP6 block: 1

What do the screens show for `COc1cccc(NC(=S)NC(=O)c2cncc(Br)c2)c1`?
SENP8 inh: 10; SENP1 FRET inh: 1; GRIN3A LBD mod: 0; PfG6PD inh: -15; MPTP block: 2.8; ATG4B inhibitor: 1; hIAP activ: 0.92; SENP6 block: -4

Results for CCN(CC)CCNCc1cc(Cl)ccc1OCc1ccccc1F ?
SENP8 inh: 11; SENP1 FRET inh: 0; GRIN3A LBD mod: -2; PfG6PD inh: -17; MPTP block: 1.8; ATG4B inhibitor: 4; hIAP activ: 1; SENP6 block: 0

Results for COc1ccccc1OCCCCOc1ccccc1F ?
SENP8 inh: 10; SENP1 FRET inh: 1; GRIN3A LBD mod: 3; PfG6PD inh: -3; MPTP block: -0.7; ATG4B inhibitor: 4; hIAP activ: 0.97; SENP6 block: -14

Results for CS(=O)(=O)c1ccc(Cl)c(NC(=O)CSc2nnc(-c3cccs3)n2N)c1 ?
SENP8 inh: -16; SENP1 FRET inh: -1; GRIN3A LBD mod: 1; PfG6PD inh: 3; MPTP block: -1.7; ATG4B inhibitor: -9; hIAP activ: 0.89; SENP6 block: 6

What do the screens show for `O=C(c1ccc(OC2CCN(Cc3ccc(F)cc3)CC2)cc1)N1CCCC1`?
SENP8 inh: -4; SENP1 FRET inh: 1; GRIN3A LBD mod: 2; PfG6PD inh: -3; MPTP block: 0.2; ATG4B inhibitor: 6; hIAP activ: 1; SENP6 block: 1

How did COc1ccc(C(=O)CN2C(=O)NC3(CCCc4ccccc43)C2=O)cc1OC (configuration not stated) do in these assays?
SENP8 inh: 39; SENP1 FRET inh: 1; GRIN3A LBD mod: 0; PfG6PD inh: 4; MPTP block: -0.5; ATG4B inhibitor: 0; hIAP activ: 1.1; SENP6 block: -13

What do the screens show for `CCNc1c(NC(=O)C2CCC(C)CC2)c(=O)oc2ccccc12` (configuration not stated)?
SENP8 inh: 7; SENP1 FRET inh: 2; GRIN3A LBD mod: 0; PfG6PD inh: -5; MPTP block: -0.3; ATG4B inhibitor: -1; hIAP activ: 1; SENP6 block: -18

How did COC1OC(COC(=O)CNC(=O)OC(C)(C)C)C(O)C(O)C1O (configuration not stated) do in these assays?
SENP8 inh: 8; SENP1 FRET inh: 2; GRIN3A LBD mod: -1; PfG6PD inh: 4; MPTP block: 0.1; ATG4B inhibitor: -13; hIAP activ: 0.83; SENP6 block: 14

What do the screens show for `O=C1c2ccccc2C(=O)c2c1cccc2N1CCN(CCO)CC1`?
SENP8 inh: 16; SENP1 FRET inh: 9; GRIN3A LBD mod: -1; PfG6PD inh: -7; MPTP block: -2.0; ATG4B inhibitor: -6; hIAP activ: 0.97; SENP6 block: -13

What do the screens show for `Cc1ccc(Nc2ccccc2N)cc1`?
SENP8 inh: -28; SENP1 FRET inh: 54*; GRIN3A LBD mod: 1; PfG6PD inh: -2; MPTP block: 2.4; ATG4B inhibitor: 2; hIAP activ: 0.9; SENP6 block: 15

How did COc1ccc(C2=NOC(C3(S(=O)(=O)c4ccccc4)CC(O)C3)C2)cc1 (configuration not stated) do in these assays?
SENP8 inh: 18; SENP1 FRET inh: -1; GRIN3A LBD mod: -2; PfG6PD inh: -16; MPTP block: 0.3; ATG4B inhibitor: -3; hIAP activ: 1.1; SENP6 block: -12

Results for COCC(=O)OCC(=O)Nc1cc(C(C)(C)C)nn1-c1ccccc1 ?
SENP8 inh: 26; SENP1 FRET inh: 3; GRIN3A LBD mod: 3; PfG6PD inh: -24; MPTP block: -1.7; ATG4B inhibitor: -8; hIAP activ: 0.93; SENP6 block: -18

Results for O=C(NC(=S)N1CCCCC1c1cccnc1)c1ccc(F)cc1 (configuration not stated) ?
SENP8 inh: 3; SENP1 FRET inh: 0; GRIN3A LBD mod: 3; PfG6PD inh: 9; MPTP block: -1.3; ATG4B inhibitor: -7; hIAP activ: 1.1; SENP6 block: 3

What do the screens show for `O=C(COC(=O)c1ccc(S(=O)(=O)N2CCCCC2)cc1)Nc1ccccc1`?
SENP8 inh: 7; SENP1 FRET inh: 0; GRIN3A LBD mod: -3; PfG6PD inh: -15; MPTP block: -0.5; ATG4B inhibitor: 11; hIAP activ: 1.2; SENP6 block: 0

What do the screens show for `COc1cc(NC(=O)c2[nH]c(C)c(C(C)=O)c2C)cc(OC)c1OC`?
SENP8 inh: -21; SENP1 FRET inh: 0; GRIN3A LBD mod: -5; PfG6PD inh: 2; MPTP block: 0.4; ATG4B inhibitor: -4; hIAP activ: 1; SENP6 block: 27

How did O=C(OCc1c(F)cccc1Cl)c1cccc(S(=O)(=O)N2CCOCC2)c1 do in these assays?
SENP8 inh: 14; SENP1 FRET inh: 1; GRIN3A LBD mod: 3; PfG6PD inh: -7; MPTP block: -2.4; ATG4B inhibitor: -8; hIAP activ: 0.96; SENP6 block: -5

Results for COCC(=O)N(Cc1cc2cc(OC)ccc2[nH]c1=O)c1ccc(C)cc1 ?
SENP8 inh: inactive; SENP1 FRET inh: -5; GRIN3A LBD mod: -1; PfG6PD inh: -2; MPTP block: -1.8; ATG4B inhibitor: -4; hIAP activ: 1.1; SENP6 block: -17

How did Cc1cc(C)n2nc(C(=O)N/N=C/c3c4ccccc4cc4ccccc34)nc2n1 do in these assays?
SENP8 inh: -269; SENP1 FRET inh: -26; GRIN3A LBD mod: -4; PfG6PD inh: 0; MPTP block: 0.2; ATG4B inhibitor: -1; hIAP activ: 1.1; SENP6 block: -4

How did Nc1cc(=O)[nH]c(SCc2cccc3ccccc23)n1 do in these assays?
SENP8 inh: 22; SENP1 FRET inh: 2; GRIN3A LBD mod: -3; PfG6PD inh: 4; MPTP block: -0.7; ATG4B inhibitor: 5; hIAP activ: 0.91; SENP6 block: -2

How did CON1C(=O)C(=O)N(OC)C2CCCCCC21 (configuration not stated) do in these assays?
SENP8 inh: -5; SENP1 FRET inh: 2; GRIN3A LBD mod: -1; PfG6PD inh: -5; MPTP block: -0.4; ATG4B inhibitor: 1; hIAP activ: 0.94; SENP6 block: -11

What do the screens show for `Cn1cccc1Cc1nnc(SCC(=O)N2CCc3ccccc32)n1CCc1ccccc1`?
SENP8 inh: 14; SENP1 FRET inh: -2; GRIN3A LBD mod: -2; PfG6PD inh: 16; MPTP block: -1.6; ATG4B inhibitor: 23; hIAP activ: 0.73; SENP6 block: -5

Results for C[C@H]1CCC[C@]2(O[C@@H](CCO)C[C@@H](O)[C@@H]2O)O1 ?
SENP8 inh: 6; SENP1 FRET inh: 3; GRIN3A LBD mod: -3; PfG6PD inh: 5; MPTP block: -0.1; ATG4B inhibitor: -9; hIAP activ: 1.1; SENP6 block: -7

How did COc1ccc(OC)c(/C=N/Nc2nc(C)cc(=O)[nH]2)c1 do in these assays?
SENP8 inh: -295; SENP1 FRET inh: -7; GRIN3A LBD mod: 1; PfG6PD inh: -7; MPTP block: 0.0; ATG4B inhibitor: -3; hIAP activ: 1.1; SENP6 block: -3

Results for CC(=O)Nc1ccc(S(=O)(=O)Nc2ccccc2C(=O)NCc2cccnc2)cc1 ?
SENP8 inh: -50; SENP1 FRET inh: 2; GRIN3A LBD mod: 3; PfG6PD inh: -4; MPTP block: 0.1; ATG4B inhibitor: -6; hIAP activ: 0.84; SENP6 block: -2

Source: PubChem BioAssay
